E coli Lon inh: inhibitors of E. coli Lon protease, primary screen, biochemical, fluorescence polarization; purified E. coli Lon protease; inhibition, % at 7.94 µM; actives 0.42% (n = 360,000); AID 602123, 2011; in the data active = inhibition above about 13%, passing the limit was not always enough;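 note: 0% = enzyme with probe and DMSO and 100% = no enzyme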
SKN-1 inh: suppressors of acrylamide-induced Pgst-4::GFP reporter in worms, primary screen, SKN-1 inhibitor project, whole organism, uHTS, GFP/RFP fluorescence ratio, strain VP596; C. elegans VP596 Pgst-4::GFP/RFP ratio, 24 h; inhibition, % at 21.8 µM; actives 0.49% (n = 360,000);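 active = interference check ratio from 0.5 to 1.5 plus GFP to RFP signal ratio inhibition reaching or exceeding a fixed threshold, cut at about 30% in these data, passing the limit was not always enough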; note: some compounds called inactive have numbers as strong as hits
Rin1 Abl inh: inhibitors of Rin1-Abl protein binding, primary screen, biochemical, TR-FRET | Tyrosine-protein kinase ABL1 (Homo sapiens) + Ras and Rab interactor 1 (Homo sapiens), … | inhibition, % at 7.35 µM | actives 0.4% (n = 360,000) | AID 588664, 2011; in the data active = inhibition above about 5%, passing the limit was not always enough
MT1-MMP act inh: blockers of MT1-MMP proenzyme processing, primary screen, HT1080 RFP-PRO-GFP cells, GFP/RFP fluorescence. actives 0.061% (n = 360,000). GFP/RFP ratio change, % at 20 µM. GFP/RFP ratio fluorescence, overnight; percent of plate control window, DMSO zero. Matrix metalloproteinase-14 (Homo sapiens), P50281;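 active = GFP/RFP ratio change of at least 30% with cell ATP level not reduced by more than half and red fluorescence within 50% of control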; note: strong numbers were not always called active
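Material: RFP-PRO-GFP reporter HT1080 cells. Dosing: single-point 20 µM compound, 1% DMSO. Controls: DMSO and RFP-L50D-GFP cell wells. Timing: cells overnight before dosing, compound overnight, 37 °C, 5% CO2. Measure: GFP/RFP fluorescence ratio.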
NRP1-CendR mod: modulators of CendR peptide binding to NRP-1, primary screen, biochemical, fluorescence polarization, uHTS | FAM-RPARPAR peptide binding to NRP-1 | Neuropilin-1 (Homo sapiens), O14786 | AID 602438, 2012 | actives 0.85% (n = 360,000) | inhibition, % at 25 µM;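 active = inhibition or corrected inhibition above about 18%, plus a signal ratio from 0.5 to 1.5, limit read from the data, passing the limit was not always enough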; note: strong numbers were not always called active
MLLE-PAM2 inh: inhibitors of PABP1 MLLE–PAM2 peptide binding, primary screen, biochemical, fluorescence polarization, FITC-PAM2, GST-MLLE. Polyadenylate-binding protein 1 (Homo sapiens), P11940. inhibition, % at 20 µM. actives 0.36% (n = 360,000). AID 588489, 2011; in the data active = inhibition above about 35%, passing the limit was not always enough;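 note: plate controls were DMSO wells with GST-MLLE for no effect and wells lacking GST-MLLE protein for full effect; some results filed as inactive read as strong as hits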
bovine MsrA act: bovine MsrA enzyme activators, primary screen, biochemical, absorbance, HTS; Methionine sulfoxide reductase A (Bos taurus); purified bovine MsrA, absorbance read-out; activation, % at 10.6 µM; actives 0.3% (n = 360,000); in the data active = activation above about 7.5%;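 note: 0% = vehicle and 100% = reference activator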
FAS TE block: FAS thioesterase domain inhibitors, primary screen, biochemical, fluorescence intensity, uHTS | actives 0.67% (n = 360,000) | recombinant FAS-TE, OMFH fluorogenic substrate, fluorescence endpoint | Fatty acid synthase (Homo sapiens), P49327 | inhibition, % at 15 µM;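 active = compounds whose normalised, plate-corrected inhibition of enzyme fluorescence in the single-dose primary screen is 50% or more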;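 note: 0% = DMSO with enzyme and 100% = substrate without enzyme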
Neddylation inh: inhibitors of cullin neddylation, primary screen, biochemical, TR-FRET, uHTS, NAE and Ubc12; NEDD8-conjugating enzyme Ubc12 (Homo sapiens) + NEDD8-activating enzyme E1 regulatory …; calls only at 25 µM; actives 0.58% (n = 360,000); in the data active = inhibition above about 36%
Target sequence (P61081 whole entry, looked up): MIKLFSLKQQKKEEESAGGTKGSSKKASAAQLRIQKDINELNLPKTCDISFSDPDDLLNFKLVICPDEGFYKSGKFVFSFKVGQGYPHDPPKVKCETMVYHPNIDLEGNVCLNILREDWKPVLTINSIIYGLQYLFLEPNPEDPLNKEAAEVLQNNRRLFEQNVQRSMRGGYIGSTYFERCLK
Target sequence (Q13564 whole entry, looked up): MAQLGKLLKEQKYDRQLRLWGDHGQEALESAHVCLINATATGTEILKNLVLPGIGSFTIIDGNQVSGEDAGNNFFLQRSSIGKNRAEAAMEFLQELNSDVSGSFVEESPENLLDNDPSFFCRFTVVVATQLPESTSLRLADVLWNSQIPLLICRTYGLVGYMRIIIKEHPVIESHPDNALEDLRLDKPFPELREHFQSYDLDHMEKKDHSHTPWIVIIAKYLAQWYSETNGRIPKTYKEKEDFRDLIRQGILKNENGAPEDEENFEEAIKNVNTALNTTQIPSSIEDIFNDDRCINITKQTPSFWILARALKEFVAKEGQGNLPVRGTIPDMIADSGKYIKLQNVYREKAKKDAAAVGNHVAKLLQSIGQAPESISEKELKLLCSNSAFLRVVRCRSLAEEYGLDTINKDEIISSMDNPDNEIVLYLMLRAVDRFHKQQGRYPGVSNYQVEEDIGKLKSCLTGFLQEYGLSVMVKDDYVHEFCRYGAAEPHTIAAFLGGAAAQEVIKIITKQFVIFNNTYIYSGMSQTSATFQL
Active calls of the source: *; i = inactive; · = not tested or not shown; + = active, no number.

canonical_smiles,E coli Lon inh,SKN-1 inh,Rin1 Abl inh,MT1-MMP act inh,NRP1-CendR mod,MLLE-PAM2 inh,bovine MsrA act,FAS TE block,Neddylation inh
CCOc1ccc(-c2nnc3ccc(SCC(=O)NCc4ccco4)nn23)cc1,-2,3,-2,0,-7,4,-2,1,i
NC(=O)c1cc2c(s1)-c1cc(Cl)ccc1SC2,0,10,0,-3,-10,2,-3,2,i
Cc1ccccc1Nc1c(-c2ccccn2)nc2ccccn12,5,2,3,3,6,-4,-3,4,i
C=CCn1c(SCCOC)nc2c1c(=O)[nH]c(=O)n2C,-1,3,1,4,4,24,1,-4,i
Cc1nc(N(C)Cc2ccccc2)c2nnn(Cc3ccccc3)c2n1,5,-1,-4,0,11,2,-1,22,i
O=[N+]([O-])c1cc(CN2CCCC2)ccc1Sc1ccc(Cl)cc1,5,52*,2,-2,4,0,-1,16,i
CCc1nnc(NC(=O)c2cccc(NC(=O)C(C)C)c2)s1,-3,-2,0,0,15,3,-1,-5,i
COc1ccc(C2(c3ccc(OC)cc3)NC(=O)N(CC(=O)Nc3ccc(N4CCOCC4)cc3)C2=O)cc1,2,25,-1,-1,-3,-12,0,5,i
C=C(Cl)COc1ccc2c(CCCC)cc(=O)oc2c1,6,27,2,-1,-2,-17,-3,13,i
Cc1cc(=O)oc2cc(OCC(=O)N3CCN(C(=O)c4ccco4)CC3)ccc12,-3,-8,1,0,8,-8,-3,-3,i
Cc1ccc(OCCC(=O)Nc2ccc3c(c2)OCCCO3)cc1,-11,5,3,2,5,-36,-2,6,i
COc1cccc(Nc2nc(-c3sc(NC(=O)c4ccco4)nc3C)cs2)c1,-13,12,2,-5,-30,-16,-4,6,i
COCCn1c(SC(C)C(=O)Nc2ncc(Cl)cc2Cl)nc2ccccc21 (configuration not stated),-2,-9,1,5,-12,-16,-12,3,i
O=C(Nc1ccc(-c2ccco2)cc1)C1CCCN(Cc2ccco2)C1 (configuration not stated),-9,12,2,4,-18,-1,-3,-1,i
O=C(Nc1ccccc1)c1ccc(Br)c(S(=O)(=O)Nc2ccccn2)c1,-9,-5,0,2,16,3,-2,-2,i

(further entries)
canonical_smiles,E coli Lon inh,SKN-1 inh,Rin1 Abl inh,MT1-MMP act inh,NRP1-CendR mod,MLLE-PAM2 inh,bovine MsrA act,FAS TE block,Neddylation inh
Cc1ccc(C(=O)/C=C/Nc2ccc([N+](=O)[O-])cc2Br)cc1,-14,13,1,10,-6,-27,2,0,i
COC(=O)[C@]1(C)N[C@H](CN(C)C(=O)c2ccc(C(C)(C)C)cc2)[C@@H]2C(=O)N(Cc3ccccc3)C(=O)[C@@H]21,-2,11,-2,-1,-8,2,3,0,i
CC(=O)NC(N1CCCCC1)C(F)(F)C(F)(F)C(F)(F)C(F)F (configuration not stated),8,3,-1,14,8,-3,-3,-3,i
O=c1[nH]c2ccc(NS(=O)(=O)c3ccc4ccccc4c3)cc2[nH]1,-2,-3,-4,1,-5,-9,-4,-2,i
CCc1cc2c(SCC(=O)c3ccccc3)ncnc2s1,-8,11,-27,-5,-3,3,-4,14,i
CCOC(=O)c1c(NC(=O)COC(=O)CCOc2ccc(OCC)cc2)sc(C(=O)N(C)C)c1C,-12,-7,1,3,3,10,-1,14,i
COC(=O)c1ccc(CSc2ccc(S(=O)(=O)N3CCCCC3)cn2)cc1,1,9,5,-5,-6,-22,-1,0,i
COc1ccccc1N1CCN(C2CCN(C(=O)c3cccc(F)c3)CC2)CC1,-6,-2,0,3,14,3,-6,-10,i
O=C(c1c(F)c(F)c(F)c(F)c1F)N1CCN(c2cccc(C(F)(F)F)c2)CC1,3,-18,3,-2,-2,-3,3,22,i
Cc1ccc(N2C(=O)N(CC(=O)N(C)Cc3ccccc3)C(=O)C2C)cc1 (configuration not stated),-10,4,2,6,-10,-2,2,-6,i
Cc1[nH]nc2c1C1(C(=O)N(Cc3ccc(Cl)cc3)c3ccccc31)C(C#N)=C(N)O2 (configuration not stated),-6,10,4,-1,2,11,-10,16,i
COc1ccccc1/C=C(\C#N)C(=O)Nc1ccc(S(N)(=O)=O)cc1,-4,-1,2,6,0,5,-5,8,i
Cc1ccccc1NC(=O)Cn1nc(C(F)(F)F)cc1C1CC1,-10,-12,1,-1,-8,-4,-10,-4,i
CCOCCCNC(=O)C1CCN(S(=O)(=O)N2CCCCC2)CC1,-10,-22,0,5,1,-3,-13,-9,i
COc1ccccc1C(c1nnnn1C1CCCC1)N1CCN2CCCC2C1 (configuration not stated),4,6,0,-10,-3,-3,-1,-5,i

The list continues.
canonical_smiles,E coli Lon inh,SKN-1 inh,Rin1 Abl inh,MT1-MMP act inh,NRP1-CendR mod,MLLE-PAM2 inh,bovine MsrA act,FAS TE block,Neddylation inh
CCCCN1C2CCCC1CC(NC(=O)c1cccc(OC)c1)C2 (configuration not stated),-2,18,-2,0,2,2,-6,-4,i
COc1ccc2cc(C(=O)Nc3ccc(S(N)(=O)=O)cc3)sc(=O)c2c1OC,-12,3,-2,4,-19,8,-4,-7,i
CCN(CC)S(=O)(=O)c1ccc(C)c(NC(=S)NC2CCCCC2)c1,-3,5,-2,4,-6,17,1,1,i
O=C(Cc1coc2ccc3ccccc3c12)Nc1nnc(C2CC2)s1,-13,9,1,-9,-11,3,-2,-10,i
COc1ccc(CN2CCSCC2)c(OC)c1C,0,12,-1,-1,3,20,-3,-10,i
CCN1CCN(C(=O)c2cn(CCOC)c(=O)c3c2c2ccccc2n3C)CC1,0,6,-1,8,-12,4,-2,-5,+
COc1ccc(-c2csc(Nc3cc(C)ccn3)n2)cc1OC,9,14,-4,-2,-24,-6,-5,14,i
NCCCC[C@H]1CNC(=S)N1CC1CCCCC1,5,2,0,5,-20,-81,-2,-7,i
O=C(CN1C(=O)c2ccc([N+](=O)[O-])cc2C1=O)NCc1ccc(C(=O)O)cc1,3,9,0,-5,-7,-3,0,-7,i
CCOc1ccc2nc(NC(=O)C3CSC4(C)CCC(=O)N34)sc2c1 (configuration not stated),-10,3,2,-1,-2,-6,-2,-3,i
CCn1cc(CN2CCN(Cc3ccsc3)C(CCO)C2)cn1 (configuration not stated),-3,-8,1,-1,-5,9,-6,-2,i
CCOC(=O)C1CCN(C(=O)C(=O)N2CCC(C(=O)OCC)CC2)CC1,-2,7,0,4,9,-6,-1,-6,i
Cc1ccnc(Nc2nc(-c3ccc(O)c(O)c3)cs2)c1,11,-19,5,-10,8,6,-7,6,i
COc1cc(/C=C(\C#N)c2ccccn2)ccc1OCC(=O)Nc1c(Cl)cccc1Cl,8,14,-4,2,-3,7,-3,-3,·
CN(C)CCN(C)C1CN(Cc2ccccc2)S(=O)(=O)C1 (configuration not stated),3,7,1,0,10,-10,-4,-3,i

(list continues)
canonical_smiles,E coli Lon inh,SKN-1 inh,Rin1 Abl inh,MT1-MMP act inh,NRP1-CendR mod,MLLE-PAM2 inh,bovine MsrA act,FAS TE block,Neddylation inh
COc1ccccc1CNS(=O)(=O)c1ccc2c(c1)CC(=O)N2C,-6,-17,5,-2,6,-8,-2,-2,i
Oc1ccccc1C=NCCN1CCN(CCN=Cc2ccccc2O)C1c1ccccc1O (configuration not stated),-2,5,3,-2,22*,3,-2,-5,i
CCOC(=O)c1ccc(NC(=O)N2CCCCCC2)cc1,2,6,2,-1,10,3,-2,-2,i
CCOc1cc(/C=N\NC(=O)OC(C)(C)C)ccc1OC(=O)c1ccco1,-7,1,-2,3,3,-6,-4,4,i
CNC(=O)Nc1cccc(-c2ccnc(C)n2)c1,-4,5,-4,4,10,-9,-2,-5,i
Cc1oc(C(C)(C)C)cc1C(N)=O,3,-9,-1,1,1,4,-1,-6,i
O=C(CCC1CCN(Cc2ccc(C#CCCO)cc2)CC1)NC1CC1,-5,2,-2,1,20,5,-5,-5,i
CC1(C)CC(=O)C2=C(C1)NC(=O)NC2c1ccc([N+](=O)[O-])cc1 (configuration not stated),-6,7,-1,-5,4,2,0,4,i
COC(=O)c1ccccc1OCCOc1ccccc1C(=O)OC,-10,-10,5,-1,-2,-10,-9,-5,i
COc1ccc(OC)c2sc(N(CCN(C)C)C(=O)c3cc(Cl)sc3Cl)nc12,9,3,1,2,-11,4,-3,18,i
CC1(C)CC2(CCO1)N1CC3(C)CN2CC(C)(C1)C3O (configuration not stated),-8,-11,-1,3,2,7,-10,-10,i
Cc1ccc(N2CC(C(=O)N3CCOCC3)CC2=O)cc1Cl (configuration not stated),-1,-19,2,1,1,9,-9,-3,i
O=C(C1CCCN(S(=O)(=O)Cc2ccccc2)C1)N1CCc2ccccc21 (configuration not stated),-13,-14,0,3,6,-2,-3,7,i
Cc1ccc(C(=O)Nc2ncn[nH]2)cc1,0,-9,1,-1,6,14,2,-4,i
CC1(c2nnc(-c3ccncc3)o2)CC(c2ccc(F)cc2)=NO1 (configuration not stated),2,-11,43*,-1,11,-3,-6,-13,i

Next part:
canonical_smiles,E coli Lon inh,SKN-1 inh,Rin1 Abl inh,MT1-MMP act inh,NRP1-CendR mod,MLLE-PAM2 inh,bovine MsrA act,FAS TE block,Neddylation inh
COc1ccc(C(=O)COc2cccc(NC(=O)c3ccco3)c2)cc1,-8,8,3,-1,-9,-11,-2,3,i
OCCNc1nc2nonc2nc1NCCO,2,3,1,0,3,-6,-1,-10,i
FC(F)Oc1ccccc1/C=N/Nc1nc2ccccc2o1,3,27,2,3,5,-16,-6,-5,i
CC(C)n1cc(CN2CCC(n3nccc3NC(=O)C3CCCC3)CC2)cn1,-12,10,0,0,-6,0,-3,-3,i
Cc1nn(Cc2ccccc2)c(C)c1N,-5,4,1,2,0,20,-7,-15,i
